Bioassay records as filed in PubChem BioAssay.
ADAM10 inh: inhibits human ADAM10. O14672. hit rate 0.62% among 370,000. inhibition, % at 7 µM. recombinant ADAM10, EDANS/DABCYL FRET peptide cleavage, 3 h;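 active = inhibition above a per-campaign cutoff equal to the mean of compounds falling between control-based bounds plus 3 SD, cut at about 20% in these data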;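 note: 0% = DMSO wells while the 100% control is not disclosed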
ssDAF-12 act: activates DAF-12 receptor from parasite S. stercoralis; HEK293 ssDAF-12/GRIP1 lit1-tk-luc reporter, luminescence; % of 3 µM dafachronic acid response; activation, % at 6.8 µM; hit rate 1% among 370,000; AID 652126;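 active = activation above the mean over all tested compounds plus 3 SD, cut at about 0.9% in these data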;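 note: 0% = DMSO-only wells and 100% = 3 µM delta7-dafachronic acid wells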
hgDAF-12 ag: activates the H. glycines DAF-12 receptor ligand-binding domain. activation, % at 6.8 µM. HEK293 GAL4-hgDAF12 UAS-luciferase reporter, agonist luminescence; normalized to butyrate control. hit rate 1.8% among 370,000. AID 687014;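 active = activation above a cutoff set at the mean of all screened compounds plus 3 SD, cut at about 10% in these data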;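 note: 0% = DMSO wells and 100% = sodium butyrate wells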
HGIII-sPLA2 inh: Inhibits HGIII-sPLA2 liposome hydrolysis, primary screen; Q9NZ20; hit rate 0.56% among 370,000; inhibition, % at 12.2 µM; QFRET BODIPY PC-A2 liposome hydrolysis, fluorescence;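 active = inhibition above mean plus 3 SD of compounds lying within the high and low control bounds, cut at about 19% in these data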;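 note: 0% = median of test compound wells and 100% = no enzyme DMSO wells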
GC-A act: GC-A (human) enzyme activation; HEK293 GC-A cells, cGMP TR-FRET, EC30 ANP; 0% at EC30 ANP, 100% saturating ANP; P16066; hit rate 0.14% among 370,000; activation, % at 10 µM; in the data active = activation above about 40%
Target sequence (P16066 whole entry, looked up): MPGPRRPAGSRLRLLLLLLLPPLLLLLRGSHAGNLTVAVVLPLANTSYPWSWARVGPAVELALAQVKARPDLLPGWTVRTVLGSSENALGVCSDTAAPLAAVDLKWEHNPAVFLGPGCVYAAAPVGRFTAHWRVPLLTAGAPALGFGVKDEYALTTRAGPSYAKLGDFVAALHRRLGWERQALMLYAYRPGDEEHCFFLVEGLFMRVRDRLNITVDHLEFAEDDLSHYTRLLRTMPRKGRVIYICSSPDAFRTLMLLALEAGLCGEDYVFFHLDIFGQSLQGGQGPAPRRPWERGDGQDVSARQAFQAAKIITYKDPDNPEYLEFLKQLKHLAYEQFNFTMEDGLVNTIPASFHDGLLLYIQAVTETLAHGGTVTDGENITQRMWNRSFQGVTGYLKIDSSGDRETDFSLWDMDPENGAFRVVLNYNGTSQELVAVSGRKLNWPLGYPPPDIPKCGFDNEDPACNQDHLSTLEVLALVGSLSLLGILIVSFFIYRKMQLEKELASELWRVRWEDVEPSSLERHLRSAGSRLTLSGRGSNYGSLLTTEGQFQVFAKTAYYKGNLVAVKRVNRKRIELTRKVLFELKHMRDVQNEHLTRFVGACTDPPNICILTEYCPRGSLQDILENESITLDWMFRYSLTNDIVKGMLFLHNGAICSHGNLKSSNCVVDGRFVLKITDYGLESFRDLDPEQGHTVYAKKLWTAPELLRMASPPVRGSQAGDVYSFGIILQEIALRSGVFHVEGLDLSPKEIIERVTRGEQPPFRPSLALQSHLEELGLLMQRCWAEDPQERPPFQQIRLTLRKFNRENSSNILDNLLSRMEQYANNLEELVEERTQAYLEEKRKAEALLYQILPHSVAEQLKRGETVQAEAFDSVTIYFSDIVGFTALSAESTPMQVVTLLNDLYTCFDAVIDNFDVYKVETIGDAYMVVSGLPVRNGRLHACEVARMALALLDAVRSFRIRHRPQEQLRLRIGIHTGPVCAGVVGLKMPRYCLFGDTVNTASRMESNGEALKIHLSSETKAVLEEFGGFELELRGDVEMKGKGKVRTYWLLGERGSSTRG
hcDAF12 agonist: activators of H. contortus DAF-12 nuclear receptor. HEK293 hcDAF-12 lit1-tk-luc reporter, luminescence; 0% DMSO, 100% Δ7-dafachronic acid. hit rate 1.4% among 370,000. activation, % at 6.8 µM. AID 652067;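 active = activation above the mean of all tested compounds plus 3 SD, cut at about 5.5% in these data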;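 note: 100% = response to 3 µM Δ7-dafachronic acid high control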
DAX1 inh-1: DAX1 (NR0B1) inhibition, primary screen; AID 652010; HEK293T StAR-luciferase reporter, SF-1/DAX-1 repression relief; hit rate 1.1% among 370,000; inhibition, % at 6.8 µM;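 active = inhibition above the mean over all tested compounds plus 3 SD, cut at about 3.6% in these data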;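 note: 0% = DAX-1 cells with DMSO and 100% = cells lacking DAX-1 with DMSO; higher inhibition means more luminescence from relief of DAX-1 repression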
FXN GAA850 act: increases GAA850 frataxin promoter reporter activity; hit rate 0.56% among 360,000; activation, % at 6 µM; AID 540364; HEK293 lucGAA850 FXN promoter luciferase reporter, 24 h; percent of 10 µM SAHA response;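 active = activation above the average of all compounds screened plus 3 SD, cutoff fixed separately per campaign, cut at about 7.5% in these data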;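 note: 0% = DMSO wells and 100% = 10 µM SAHA wells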
SMARCA2 activ: SMARCA2 function activation, primary screen | MG213 cells, MMTV-luciferase reporter, dexamethasone, overnight | activation, % at 9.1 µM | hit rate 1% among 370,000 | AID 652017; in the data active = activation above about 7.8%;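 note: 0% = vehicle wells and 100% = reference activator wells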
DAX1 inh-2: inhibits human nuclear receptor DAX1 | inhibition, % at 6.75 µM | HEK293 Gal4-DAX1 luciferase reporter, luminescence | hit rate 0.99% among 340,000 | AID 504766;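 active = inhibition above the mean over all tested compounds plus 3 SD, cut at about 4.2% in these data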;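 note: 0% = DAX1-transfected cells with DMSO and 100% = empty-vector control cells with DMSO; inhibition shows as a rise in luminescence from relieved DAX1 repression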
GC-B act: GC-B (human) receptor activation; activation, % at 10 µM; HEK293-GC-B cells, CNP EC30, cGMP TR-FRET; 0% at EC30 CNP, 100% saturating CNP; hit rate 0.11% among 370,000;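 active = activation at 10 µM reaching about 35% in either raw or pattern-adjusted values, limit read from the data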
Numbers without * were called inactive; · = no result given.

SMILES	ADAM10 inh	ssDAF-12 act	hgDAF-12 ag	HGIII-sPLA2 inh	GC-A act	hcDAF12 agonist	DAX1 inh-1	FXN GAA850 act	SMARCA2 activ	DAX1 inh-2	GC-B act
O=C1NC[C@H](CCCCN2CCN(CCc3ccc(O)cc3)C(=O)C2=O)N(CCC2CCCCC2)C1=O	9	0.2	2.8	-2	-3	-0.1	0.1	·	-1	·	2
COc1cc(OC)c(OC)cc1CN1CCCC(C(=O)c2sccc2C)C1 (stereo not given)	0	-0.6	-2.1	0	-25	-0.8	-0.6	0.2	-1	2.5	-11
COc1ccc(S(=O)(=O)Nc2ccc(F)c(F)c2)cc1C(=O)N1CCOCC1	-3	-0.6	-1.7	9	4	-3.1	-0.1	0.2	0	0.3	6
COc1cc(C2/C(=C(\O)c3ccc4c(c3)OCCO4)C(=O)C(=O)N2Cc2ccco2)cc(OC)c1OC (stereo not given)	-10	-0.8	-0.5	8	1	-1.1	0.5	0.0	1	1.2	1
CCC(CCNC(=O)c1ccccc1)(CCNC(=O)c1ccccc1)[N+](=O)[O-]	-3	-1.1	-3.1	1	-3	-0.5	-1.3	-1.3	0	0.6	-3
Cc1ccc(O)c(NC(=O)CCCC(=O)O)c1	4	-1.4	0.4	2	-1	3.4	0.7	1.0	0	0.6	7
Cc1ccc(C(=O)CSc2nnc(CNc3ccc(C)cc3C)n2Cc2ccco2)cc1	9	-1.2	-0.4	-31	-19	-1.3	-0.1	-1.8	-2	-1.1	-2
N#Cc1ccc(Cl)cc1NC(=O)COC(=O)c1cccc(S(=O)(=O)N2CCOCC2)c1	-7	0.4	1.6	-1	-1	2.8	0.1	2.6	0	-0.6	0
COC(=O)C(Nc1nccs1)(OC)C(F)(F)F (stereo not given)	-2	-0.8	-0.6	2	1	4.6	0.3	-2.1	3	-1.9	3
COCCNC(=O)C(=O)N/N=C/c1ccc(C(=O)OC)cc1	-12	-1.7	-3.2	7	1	-1.1	0.4	0.8	0	0.0	-2
O=C(CSc1nc2ccccc2c(=O)n1-c1ccc(SC(F)F)cc1)Nc1ccc(N2CCOCC2)cc1	-14	-1.0	2.0	21*	-2	0.3	-2.0	-0.5	-3	0.8	1
O=C(CSc1ncccc1C(=O)O)NC12CC3CC(CC(C3)C1)C2	-12	-0.7	0.2	-2	-2	-1.5	0.3	1.1	-4	-0.5	-2
COc1ccc(C2OC(=O)c3ccccc3S2)cc1 (stereo not given)	-3	-0.9	2.2	3	-1	0.2	-1.1	0.7	-3	0.9	-2
COc1ccc(C2N(c3cc(Cl)ccc3OC)C(=O)C3CCCN32)cc1OC (stereo not given)	-6	-1.4	0.0	-1	-5	-0.9	0.3	-1.0	1	1.7	-9
O=C(NNC(=O)C1CCCN(c2ncccn2)C1)c1ccc(F)cc1 (stereo not given)	-32	-1.3	-2.4	7	0	-1.8	0.2	1.1	-2	0.0	-1
CC(=O)c1c(C)[nH]c(C(=O)NCCCN2CCCC2)c1C	2	-0.9	2.9	1	-1	-1.0	0.1	-0.4	0	-0.7	-2
Cc1ccc(N2CC(C(=O)Nc3nnc(SCC(=O)NCC4CCCO4)s3)CC2=O)cc1 (stereo not given)	-11	-1.2	2.0	4	1	0.1	2.2	-0.3	1	0.3	1
CC(=O)OC1CSc2nc3ccccc3n2C1 (stereo not given)	-8	-1.5	-1.7	0	-1	-1.0	0.0	2.3	2	-1.1	6
CC(=O)c1cccc(NC(=O)Nc2ccc(C(=O)N3CCCC3)cc2)c1	11	-1.2	2.7	5	4	0.8	-0.3	-4.8	-1	-0.8	-3
O=C(CCN1C(=O)/C(=C/c2cccs2)SC1=S)Nc1ccccn1	0	-1.0	-3.6	-3	-18	-0.4	-0.1	-0.2	-2	-0.5	-7
O=C(CC1Nc2ccccc2NC1=O)Nc1cc(Cl)cc(Cl)c1 (stereo not given)	-22	-0.9	2.2	4	-3	-0.5	-0.6	-0.3	-3	0.3	-7
Cc1ccc(-c2ocnc2C(=O)N2CCOCC2)cc1	2	-0.7	-0.3	-3	-2	-1.8	0.1	1.6	-1	3.1	5
Cc1ccc(NC(=O)CNC(=O)c2ccco2)nc1	-4	-0.6	-1.6	0	3	1.4	0.1	0.3	0	-0.3	2
COc1ccc(NC(=O)CSc2nnc3ccc(-c4ccccn4)nn23)cc1OC	-3	-0.2	1.3	6	0	-1.5	-0.6	-0.8	0	1.0	-6
Cn1ccnc1C(O)c1cccc(OCc2ccccc2)c1 (stereo not given)	4	-1.4	0.3	-1	4	-1.4	-0.6	0.6	0	-0.1	0
O=C(CCC(=O)OCC(F)(F)C(F)F)Nc1ccc(Cl)cc1	7	-1.5	0.0	0	5	-1.6	0.7	-4.6	7	0.9	-1
N#Cc1cccc(NC(=O)CSc2cccc[n+]2[O-])c1	-1	-0.7	-0.9	3	-7	0.1	1.4	-1.6	-7	0.4	-4
Cc1cccc(C2(c3cccc(C)c3)CC2C(=O)NCC2CCCO2)c1 (stereo not given)	-9	-1.1	-0.1	5	-30	-2.5	-0.3	1.9	-3	-2.4	-13
CC(=O)c1c(C)nc(-c2ccc(Cl)cc2)nc1N	3	1.6*	10.0	-4	1	15*	3.4	4.8	10*	1.9	0
Cc1ccc(N2C(=O)c3ccccc3C2(O)c2ncc[nH]2)cc1 (stereo not given)	-13	-1.5	0.1	1	-4	0.3	0.3	4.2	2	0.1	-5
CCOc1ccc(CCNC(=O)c2cccc(S(=O)(=O)N3CCOCC3)c2)cc1OCC	-5	-0.7	-2.0	12	0	-2.0	-0.1	3.1	-4	-0.8	-2
O=C(CSC1=NCCS1)NC1CCCC1	9	-0.8	0.6	4	-3	-1.4	-0.5	0.8	2	-0.8	0
COc1cccc(NC(=S)N(Cc2ccc(C(=O)O)cc2)Cc2ccc(OC)c(OC)c2)c1	-7	-1.1	1.0	3	-1	-1.7	0.4	-1.6	0	1.6	2
COc1ccc(C(=O)N2CCCC(C(N)=O)C2)cc1S(=O)(=O)N1CCOCC1 (stereo not given)	-2	-0.4	-1.9	-3	1	0.0	1.8	-0.3	3	0.3	-1
COc1cc2[nH]c(=S)nc(NCc3ccccn3)c2cc1OC	-57	-0.4	-1.6	7	10	0.2	0.2	1.5	-4	-0.3	1
COc1ccc(C(=O)COC(=O)/C=C/c2ccccc2[N+](=O)[O-])cc1	7	-1.5	0.2	-11	-4	-1.7	-0.9	-2.7	-1	-0.2	2
COc1ccc(CNc2nc3ccccc3n2C)c(OC)c1	0	-0.9	13*	-3	0	3.1	6.4*	2.7	8.0*	-0.1	0
CS(=O)(=O)Nc1ccc(C(=O)NCc2ccccn2)cc1	-7	-1.1	2.9	14	-4	0.1	-0.7	-1.1	-4	0.8	-4
O=[N+]([O-])c1cc([N+](=O)[O-])c2n[nH]c(-c3ccccc3)c2c1	-3	-1.0	-2.3	4	2	-1.2	-0.3	1.5	-2	·	-8
O=C(COC(=O)C1Cc2ccccc2CN1C(=O)c1ccccc1Cl)Nc1ccc(N2CCOCC2)cc1 (stereo not given)	2	-1.7	-2.5	-8	-4	2.6	-0.5	-0.8	-2	-1.8	-1

Profiles, looked up by structure.
Profile of `Cc1cccc(C2(c3cccc(C)c3)CC2C(=O)NCC2CCCO2)c1` (stereo not given) : ADAM10 inh = -9; ssDAF-12 act = -1.1; hgDAF-12 ag = -0.1; HGIII-sPLA2 inh = 5; GC-A act = -30; hcDAF12 agonist = -2.5; DAX1 inh-1 = -0.3; FXN GAA850 act = 1.9; SMARCA2 activ = -3; DAX1 inh-2 = -2.4; GC-B act = -13
Profile of `O=C(CSC1=NCCS1)NC1CCCC1` : ADAM10 inh = 9; ssDAF-12 act = -0.8; hgDAF-12 ag = 0.6; HGIII-sPLA2 inh = 4; GC-A act = -3; hcDAF12 agonist = -1.4; DAX1 inh-1 = -0.5; FXN GAA850 act = 0.8; SMARCA2 activ = 2; DAX1 inh-2 = -0.8; GC-B act = 0

Other records
SMILES	ADAM10 inh	ssDAF-12 act	hgDAF-12 ag	HGIII-sPLA2 inh	GC-A act	hcDAF12 agonist	DAX1 inh-1	FXN GAA850 act	SMARCA2 activ	DAX1 inh-2	GC-B act
C=CCN(C)NC(=O)Nc1ccccc1	-7	-1.3	-1.3	4	2	-0.1	-0.7	1.0	1	-0.5	0
Cc1cccc(-c2nnc(SCC(=O)Nc3cccc(C(=O)N4CCOCC4)c3)n2C)c1	-2	-1.8	-3.1	13	-2	-2.2	-0.1	2.7	-1	-2.3	-3
C/C(CC(=O)Nc1ccccc1-c1ccccc1)=N\NC(=O)COc1ccc(C)cc1Br	4	-1.5	-0.6	-5	-1	-0.7	-0.1	2.5	3	2.3	-5
COc1cc(NC(=O)c2ccc(NC3=NC4CS(=O)(=O)CC4S3)cc2)cc(OC)c1 (stereo not given)	-9	-0.3	-2.6	3	1	3.0	0.1	3.0	-2	-0.2	3
O=C(CCn1ccc([N+](=O)[O-])n1)NC1CCCCCC1	-1	0.0	2.2	-3	2	4.0	0.3	0.8	-3	0.3	0
CCCSc1nnc(CSc2nc3nc(C)cc(C)n3n2)o1	2	-1.7	-0.6	2	4	-1.1	-0.1	-0.3	1	-1.6	0
O=C(COC(=O)CCC(=O)c1ccc(F)cc1)Nc1ccccc1	0	-0.7	-1.7	-9	3	0.1	0.1	-1.0	-2	-0.6	-1
Cc1cc(C)nc(N/C(=N\S(=O)(=O)Cc2ccccc2)Nc2cccc(Cl)c2C)n1	-3	-1.7	-1.6	5	-1	0.0	-0.2	-0.5	0	0.9	-5
O=C(N/N=C/c1ccc(N2CCOCC2)cc1)c1ccccc1OCCOc1ccccc1	-176	-1.5	-1.2	-14	13	-0.9	-1.1	-5.9	-1	·	0
CCOC(=O)CCSc1n[nH]c(=S)s1	-4	-1.3	-1.7	15	-6	0.3	0.8	0.5	0	0.8	3
CCn1c(SCC(=O)NC2CCCC2)nnc1-c1ccco1	-3	-1.5	0.5	14	2	-0.1	-0.1	3.9	-3	1.0	-2
CC1CCCCC1NC(=O)Cn1[nH]c(=O)c2ccccc2c1=O (stereo not given)	-8	-1.1	-0.6	7	2	-1.6	1.5	2.3	-4	1.1	-5
Cc1ccc2nc(NC(=O)CN3C(=O)C4CC=CCC4C3=O)sc2c1 (stereo not given)	-4	-1.3	-0.6	-16	5	0.4	1.2	2.4	-3	-0.6	-2
COCCOC(=O)C1=C(C)NC(=O)NC1c1cccs1 (stereo not given)	4	-0.9	1.8	5	0	-1.8	0.0	-3.3	0	-0.1	1
C=CCn1cnnc1SCC(=O)N(C1CCCCC1)C1CCS(=O)(=O)C1 (stereo not given)	-20	-0.7	-2.0	2	4	0.0	-1.3	-0.6	0	-0.3	-1
Cc1cccc(NC(=O)c2ccc(OCC3CCCO3)cc2)c1C (stereo not given)	0	-0.4	1.6	1	-1	2.0	0.6	3.9	2	0.6	4
CN(Cc1ccccc1NS(=O)(=O)c1ccc(Cl)cc1)C1CCCCC1	-1	-1.9	-1.3	2	-10	-0.2	-0.4	-1.3	-3	0.4	-4
C/C(N)=C(/C#N)C(=O)COC(=O)c1ccc(NC(N)=O)cc1	4	-0.8	1.9	3	-3	0.8	0.5	-0.2	7	-0.1	1
